Assay outcomes: PubChem, National Center for Advancing Translational Sciences (NCATS)
HCMV antiviral – qHTS Assay for inhibitors of the human cytomegalovirus (HCMV); activity change, negative = inhibition, % at 57.5 µM; HFF cells, HCMV-luciferase reporter, 72 h; active compounds read low; AID 1259415, 2018; actives 4.5% (n = 410,000); in the data active = activity change below about -60%; inconclusive = no clear call, values can overlap the other calls; inactive = above about -39%
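Steps: HFFs plated, 16 h 37C; compounds added; HCMV-luciferase added to MOI 1 PFU/cell; 72 h 37C; OneGlo reagent, 5 min room temperature; luminescence read, normalized to controls.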
AMA1 RON2 block – qHTS for Inhibitors of AMA1-RON; Towards Development of Antimalarial Drug Lead: Primary Screen; Plasmodium falciparum AMA1 (3D7) - RON2 peptide interaction; AlphaScreen AMA1-biotinylated RON2 peptide binding; Potency, µM (doses to about 58.2 µM), inactives show top-dose activity change, negative = inhibition, most hits filed as inhibitors; actives 0.2% (n = 360,000); AID 720542, 2013;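 also: potency is read from the fitted curve at half-maximal effect; 0% = vehicle wells and -100% = peptide control; nearly all actives have a fitted effect of over 45% in size; some results filed as inactive show a strong effect at the top dose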
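AMA1 (3D7) with his tag at 25 nM final met compounds first, then biotinylated RON2 peptide at 25 nM; detection used donor plus acceptor beads, 10 µg/mL apiece, read by AlphaScreen after 30 min at room temperature.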
Sm TGR inh – qHTS Assay for the Inhibitors of Schistosoma Mansoni Peroxiredoxins. Schistosoma mansoni thioredoxin glutathione reductase (TGR), Q962Y6. purified TGR, DTNB reduction, TNB absorbance 405 nm. Potency, µM (doses to about 114 µM), inactives show at the top dose activity change, negative = inhibition, most hits filed as inhibitors. actives 3% (n = 360,000). AID 485364, 2010; also: potency is read from the fitted curve at half-maximal effect; nearly all actives have a fitted effect of over 60% in size
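Kinetic colorimetric format: TGR-catalysed, NADPH-driven DTNB reduction monitored via TNB absorbance. Enzyme dispensed at 20 nM; compound exposure 15 min at room temperature before reaction start.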
LmPK inhibitor – qHTS Assay for Inhibitors of Leishmania Mexicana Pyruvate Kinase (LmPK) | Q27686 | purified LmPK, Kinase-Glo ATP luminescence, 1 h | Potency, µM (highest dose often 57.5 µM), for inactives: at the highest dose activity change, negative = inhibition, usual class: inhibitors | actives 0.37% (n = 290,000); also: potency is read from the fitted curve at half-maximal effect
Target sequence (Q27686 whole entry, looked up): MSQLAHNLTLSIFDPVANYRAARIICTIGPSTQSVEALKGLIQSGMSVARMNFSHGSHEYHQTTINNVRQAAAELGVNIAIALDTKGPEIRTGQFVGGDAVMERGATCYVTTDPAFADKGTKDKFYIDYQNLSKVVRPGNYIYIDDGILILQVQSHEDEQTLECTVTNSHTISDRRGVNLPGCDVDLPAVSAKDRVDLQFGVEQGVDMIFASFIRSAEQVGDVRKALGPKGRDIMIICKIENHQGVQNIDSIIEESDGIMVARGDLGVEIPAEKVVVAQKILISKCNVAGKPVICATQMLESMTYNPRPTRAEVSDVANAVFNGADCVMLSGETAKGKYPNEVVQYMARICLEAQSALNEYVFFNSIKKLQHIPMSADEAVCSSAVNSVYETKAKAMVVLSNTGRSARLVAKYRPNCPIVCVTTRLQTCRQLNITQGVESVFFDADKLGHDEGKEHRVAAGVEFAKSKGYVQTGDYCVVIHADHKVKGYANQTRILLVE
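ATP generated from ADP (0.1 mM) and PEP (0.5 mM) by 0.1 nM LmPK over 1 h at room temperature (pH 7.2 imidazole buffer) was detected by coupled luciferase luminescence. Values were normalized to uninhibited and no-enzyme wells.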
AmpC no deterg – qHTS Inhibitors of AmpC Beta-Lactamase (assay without detergent) | actives 0.52% (n = 330,000) | AmpC nitrocefin hydrolysis, absorbance 480 nm, 0.0001% Triton | Potency, µM (titrated, usually from 57.1 µM), for inactives: at the highest dose activity change, negative = inhibition, most hits filed as inhibitors | P00811 | AID 485341, 2010;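 also: potency is read from the fitted curve at half-maximal effect; plate controls were no compound for no effect and no enzyme for full effect; nearly all actives have a fitted effect of over 20% in size; some results filed as inactive show a strong effect at the top dose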
Target sequence (P00811 whole entry, looked up): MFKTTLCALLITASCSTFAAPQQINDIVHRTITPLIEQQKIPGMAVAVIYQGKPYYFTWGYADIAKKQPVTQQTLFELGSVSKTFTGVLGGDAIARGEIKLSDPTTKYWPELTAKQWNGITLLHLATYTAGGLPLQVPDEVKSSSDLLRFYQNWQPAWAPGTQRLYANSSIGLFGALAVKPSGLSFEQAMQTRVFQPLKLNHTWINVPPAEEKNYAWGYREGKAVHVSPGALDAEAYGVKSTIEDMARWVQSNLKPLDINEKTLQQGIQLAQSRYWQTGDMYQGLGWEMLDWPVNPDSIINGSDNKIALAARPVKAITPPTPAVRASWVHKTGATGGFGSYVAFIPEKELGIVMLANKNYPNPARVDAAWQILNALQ
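20 mM phosphate pH 7.0 + 0.01% (detergent screen) or 0.0001% Triton X-100; 5.3 nM AmpC reagent; cpd preinc 15 min RT; nitrocefin (800 uM stock) to start; A480 q20 s × 4 min; Activity was normalised to no-enzyme and no-compound control wells.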
AmpC inh detg – qHTS Inhibitors of AmpC Beta-Lactamase (assay with detergent); AmpC hydrolysis of nitrocefin, absorbance 480 nm, 0.01% Triton; Potency, µM (highest dose often 114 µM), inactives show top-dose activity change, negative = inhibition, most hits filed as inhibitors; actives 0.041% (n = 370,000); AID 485294, 2010;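 also: potency is read from the fitted curve at half-maximal effect; 0% = no-compound wells and -100% = no-enzyme wells; nearly all actives have a fitted effect of over 25% in size; some results filed as inactive show a strong effect at the top dose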
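20 mM phosphate pH 7.0 + 0.01% (detergent screen) or 0.0001% Triton X-100; 5.3 nM AmpC reagent; cpd preinc 15 min RT; nitrocefin (800 uM stock) to start; A480 q20 s × 4 min; Activity was normalised to no-enzyme and no-compound control wells.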
TbPYK inhibitor – qHTS of Trypanosoma Brucei Inhibitors; TbPYK enzyme, Kinase-Glo Plus ATP luminescence, 45 min; actives 0.12% (n = 410,000); Potency, µM (top dose mostly 76.8 µM), without a hit: at the top dose activity, negative = inhibition, actives largely listed as inhibitors; pyruvate kinase (Trypanosoma brucei), Q57TT1; also: potency is read from the fitted curve at half-maximal effect; nearly all actives have a fitted effect of over 50% in size
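Glycolytic pyruvate kinase of T. brucei was incubated with substrate, test compound and 130 uM ADP for 45 minutes at room temperature. Luminescent Kinase-Glo Plus signal was measured after 10 minutes.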
* = called active by the depositor; ? = inconclusive; · = not tested or not shown; & = joins results of further samples; [ ] = another dose, or the depositor's remark. Unless noted, calls follow the shape of the dose curve; as a rule, active = well fitted curve in the direction sought with a large enough effect; inconclusive = small, poorly fitted or top-dose-only effect, or another doubt; inactive = no such curve, though single readings can be large; an effect the other way counts as inactive or inconclusive. Unless noted, % is scaled to controls: 0 for no effect and ±100 for the full control effect.

SMILES	HCMV antiviral	AMA1 RON2 block	Sm TGR inh	LmPK inhibitor	AmpC no deterg	AmpC inh detg	TbPYK inhibitor
CC1(C)CC(=O)C2=C(C1)N(Cc1ccccc1)C(=O)C2(NC(=O)C(C)(C)C)C(F)(F)F (stereo not drawn)	14	-7%	0%	-7%	65%[activator]	-8%	6%
O=C(Nc1ccc(Cl)c(Cl)c1)N1N=CCC1c1ccccc1 (stereo not drawn)	-66*	-9%	·	-1%	-32%	-4%	2%
Fc1ccccc1CSc1nc2ccccc2[nH]1	66	7%	-4%	?	-18%	1%	-12%
CC1(C(=O)OCC(=O)Nc2nc(-c3ccc(F)c(F)c3)cs2)CC1(Cl)Cl (stereo not drawn)	66	-20%	7%	4%	?	-7%	-7%
COc1cc2ccccc2cc1C(=O)Nc1ccc(S(=O)(=O)Nc2cc(C)on2)cc1	-36	-4%	-5%	7%	?	-3%	-7%
CC(C)NC(=O)NC(=O)COC(=O)c1ccccc1F	-17	16%	-1%	-5%	-11%	-8%	-3%
Cc1nn(Cc2ccccc2Cl)c(C)c1C(=O)N1CCN(c2ccccc2)CC1	9	-7%	10%	5%	129%[activator]	6%	-4%
O=C(COC(=O)c1cc(Br)ccc1O)NC12CC3CC(CC(C3)C1)C2	-23	-11%	·	·	-13%	·	-2%
O=C(Nc1cccc(C(=O)N2CCCCCC2)c1)c1ccco1	7	1%	-2%	-8%	-13%	-14%	-8%
Cc1ccc(C2C=C(c3ccccc3)Nc3nc(NS(=O)(=O)c4ccc(C)cc4)nn32)cc1 (stereo not drawn)	-1	·	-21%	·	·	9%	7%
CC(=O)c1cccc(NC(=O)N2C3CCCC2CC(NC(=O)C2CC2)C3)c1 (stereo not drawn)	-18	-14%	3%	-7%	-11%	-4%	-4%
O=C(O)Cc1sc(=O)[nH]c1O	-12	-17%	·	·	·	·	-13%
CN=c1sc(C(=O)Nc2cccc(Cl)c2)cc(=O)n1C	-66*	20%	-4%	2%	-19%	?	20µM*
COc1ccc(OCC(O)CN2CC(C)OC(C)C2)cc1 (stereo not drawn)	-12	1%	7%	-3%	-4%	-9%	-17%
CC(C)CCCC(C)CCOC(=O)CN1CCCC1 (stereo not drawn)	2	-4%	15%	-7%	-1%	-6%	6%
CN1C2CCC1CC(OC(=O)c1ccc(Cl)cc1)(C(=O)O)C2 (stereo not drawn)	64	14%	-5%	-3%	-4%	-8%	5%
Cc1cccc(NC(=O)C(=O)NCCc2c[nH]c3ccccc23)c1C	-26	-10%	7%	1%	-29%	1%	25%
Cc1nnc(SC(C)C(=O)Nc2ccc(S(=O)(=O)N3CCCCCC3)cc2)s1 (stereo not drawn)	-7	4%	-2%	8%	-1%	?	5%
CCCCN(C)C(=O)C1CCC(CNS(=O)(=O)c2ccc3c(c2)CC(C)N3C(C)=O)CC1 (stereo not drawn)	-31&12	-7%	0%&0%	3%	121%[activator]	4%&-1%	-1%&-3%
C/C(Cn1cnc([N+](=O)[O-])n1)=N\NC(=O)c1ccc(O)cc1O	-36	17%	-26%	0%	-32%	1%	4%
COc1ccc(O)c(C2=Nc3ccccc3N=C(c3cccs3)C2)c1	4	-4%	-19%	-1%	-21%	?	-5%
CCOC(=O)c1c(C)[nH]c(C=Nc2ccccc2)c1O	·	·	32µM*	1%	-7%	0%	·
COc1ccc(C(O)c2cnc(C)n2Cc2ccccc2)cc1 (stereo not drawn)	-4	0%	·	·	·	·	0%
COc1ccc(CNC(=O)COc2ccc([N+](=O)[O-])cc2)cc1	-8	18%	0%	3%	-19%	-2%	-5%
COC(=O)COc1ccc2oc(=O)cc(-c3cc4ccccc4o3)c2c1	41	-2%	0%	-12%	-21%	?	-7%

Given with each value named: part of the list above
Cc1ccc(C2C=C(c3ccccc3)Nc3nc(NS(=O)(=O)c4ccc(C)cc4)nn32)cc1 (stereo not drawn)
  HCMV antiviral = -1
  AMA1 RON2 block = ·
  Sm TGR inh = -21%
  LmPK inhibitor = ·
  AmpC no deterg = ·
  AmpC inh detg = 9%
  TbPYK inhibitor = 7%

COc1ccc(CNC(=O)COc2ccc([N+](=O)[O-])cc2)cc1
  HCMV antiviral = -8
  AMA1 RON2 block = 18%
  Sm TGR inh = 0%
  LmPK inhibitor = 3%
  AmpC no deterg = -19%
  AmpC inh detg = -2%
  TbPYK inhibitor = -5%

Further results follow:
SMILES	HCMV antiviral	AMA1 RON2 block	Sm TGR inh	LmPK inhibitor	AmpC no deterg	AmpC inh detg	TbPYK inhibitor
COc1ccc(Cc2nnc(SCC(=O)c3ccc(OC)cc3)o2)cc1	-34	12%	2%	5%	-1%	-4%	-6%
CCc1nn2c(=O)cc(COC(=O)C3CCCCC3)nc2s1	-3	·	-1%	·	·	-1%	0%
COc1cccc(C=NN2CCCCCC2)c1OC	-30	-27%	·	·	·	·	-2%
CCC(=O)Nc1ccc(SC#N)cc1C	7	-1%	10%	-9%	-15%	?	-1%
CCOC(=O)N1CCN(Cc2nc(-c3cccc(Cl)c3)no2)CC1	-20	1%	1%	4%	115%[activator]	3%	-1%
COc1ccc([C@]23Cc4ccccc4C(O2)C2=C(CC(C)(C)CC2=O)O3)cc1	·	·	?	-3%[11.5 µM]	-38%[11.4 µM]	?	·
CCOC(=O)c1cccc(NC(=O)CSc2ncc3c(n2)-c2ccc(Cl)cc2N(Cc2ccccc2)S3(=O)=O)c1	7	·	-31%	·	·	-5%	?
Cc1ccc(OCCCC(=O)N2CCOCC2)cc1	8	6%	0%	-2%	3%	1%	-12%
C=CCN(C(=O)CCC(=O)O)C1CC(=O)N(c2ccc(OC)cc2)C1=O (stereo not drawn)	23	2%	-12%	1%	-19%	-3%	-11%
COCCN1C(=O)N[C@@H](c2cccc(F)c2)C(C(=O)OC)=C1C	7	0%	-3%	-4%[11.5 µM]	-15%	3%	-1%
O=C(CSCc1ccc([N+](=O)[O-])cc1)Nc1ccc(S(=O)(=O)N2CCCCCC2)cc1	9	-7%	4%	3%	-9%	0%	-4%
O=C(NCC(c1cccnc1)N1CCc2ccccc21)c1cccc(F)c1 (stereo not drawn)	-26	·	1%	·	·	6%	2%
COc1cccc(N(C(=O)Cc2cccs2)C(C(=O)NC2CCCC2)c2ccncc2)c1 (stereo not drawn)	?	-2%	-14%	-9%	22%	4%	-8%
CS(=O)(=O)c1ccc(NC(=O)C2CC(=O)N(c3ccc4c(c3)OCCO4)C2)cc1 (stereo not drawn)	-13	2%	0%	·	-9%	?	-14%
Cc1cc(=O)[nH]c(SCC(=O)N2CCC(Cc3ccccc3)CC2)n1	-19	12%	15%	11%	-11%	3%	-4%
O=C1CCCN1C(=O)CSc1nnnn1-c1cccc(F)c1	1	-10%	·	·	-8%	·	-2%
Cc1cc(Nc2ccc(Cl)cc2)n2nnnc2n1	-3	-2%	0%	1%	-21%	-7%	1%
CCCCCOc1ccc(NC(=O)Cn2c(-c3cncs3)nc3ccccc32)cc1	-64*	·	3%	·	·	3%	-6%
COc1nc(Nc2ccc(OC)c(Cl)c2)nc(OC)n1	-26	-4%	-1%	2%	-13%	0%	-4%
COc1ccc(NC2c3ccccc3C(=O)N2c2cccnc2)cc1 (stereo not drawn)	41	-7%	6%	4%	-8%	1%	-2%
COc1ccc(N2CCC(CNS(=O)(=O)c3cccc(C(F)(F)F)c3)C2)cc1 (stereo not drawn)	37	-25%	32µM*	0%	-19%	-9%	-18%
CCN(Cc1ccncc1)C(=O)c1cccc(S(=O)(=O)N2CCOCC2)c1	-11	11%	23%	-4%	-10%	8%	24%
Cc1ccc(C(=O)Nc2sc3c(c2C(=O)NCc2ccco2)CCC(C(C)(C)C)C3)cc1 (stereo not drawn)	-9	·	3%	·	·	9%	1%
C=CCN1C(=O)CN=C1Nc1cccc(C)c1	76	-10%	3%	-2%	-11%	?	-1%
CC1=C2C(CCS2(=O)=O)CC2(C1)C(=O)OC(C)(C)OC2=O (stereo not drawn)	5	19%	?	10%	-22%	-6%	-1%

An excerpt from above in order of molecular weight, lowest first:
SMILES	HCMV antiviral	AMA1 RON2 block	Sm TGR inh	LmPK inhibitor	AmpC no deterg	AmpC inh detg	TbPYK inhibitor
COc1ccc(NC2c3ccccc3C(=O)N2c2cccnc2)cc1 (stereo not drawn)	41	-7%	6%	4%	-8%	1%	-2%
Cc1cc(=O)[nH]c(SCC(=O)N2CCC(Cc3ccccc3)CC2)n1	-19	12%	15%	11%	-11%	3%	-4%
O=C(CSCc1ccc([N+](=O)[O-])cc1)Nc1ccc(S(=O)(=O)N2CCCCCC2)cc1	9	-7%	4%	3%	-9%	0%	-4%

Continued:
SMILES	HCMV antiviral	AMA1 RON2 block	Sm TGR inh	LmPK inhibitor	AmpC no deterg	AmpC inh detg	TbPYK inhibitor
O=C(Nc1nc(-c2cccnc2)cs1)c1ccccc1[N+](=O)[O-]	26	20%	38%[activator]	6%	-20%	4%	3%
CCC(C(=O)Nc1cccc(Cl)c1C)n1nc(C)c2sc3ccccc3c2c1=O (stereo not drawn)	-10	·	-5%	·	·	-1%	-5%
O=C(COC(=O)c1ccncc1)c1ccc(Cl)c(Cl)c1	-35	8%	-1%[57.1 µM]	-3%	-1%	0%	-15%
COc1ccc(CNC(=O)c2cc3c(=O)n(Cc4ccco4)ccc3nc2C)c(OC)c1	?	·	-19%	·	·	2%	1%
COc1ccccc1-c1cc(C(=O)N2CCN(S(=O)(=O)c3ccc(C)cc3)CC2)[nH]n1	-28	18%	-14%	-3%	-17%	-4%	0%
CN=C1S/C(=C\c2ccc(Sc3ccc(Cl)cc3)o2)C(=O)N1C	·	·	?	-3%	-23%	-5%	·
